Screens: PubChem, National Center for Advancing Translational Sciences (NCATS)
VP16 counter = VP16 counterscreen qHTS for inhibitors of ROR gamma transcriptional activity; 310,000 compounds, 3.5% hits; Drosophila S2 Gal4-VP16 UAS-luciferase, luminescence, 20 h; Potency, µM (series often up to 53.6 µM), for inactives: top-dose activity, negative = inhibition, most hits filed as inhibitors;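 further: Gal4-VP16 expression switched on by copper sulfate through the metallothionein promoter; potency means the concentration at half of the fitted maximal effect; on the % scale 0 is the no-effect control and ±100 the full control effect; nearly all actives have a fitted effect of over 50% in size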
Tb PFK inh = qHTS Assay to Find Inhibitors of T. brucei phosphofructokinase; Potency, µM (highest dose often 57.5 µM), inactives show at the highest dose activity, negative = inhibition, usual class: inhibitors; 330,000 compounds, 0.17% hits; T. brucei PFK, ADP-Glo luminescence;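 further: potency means the concentration at half of the fitted maximal effect; 0% = uninhibited 1x PFK enzyme wells and -100% = no-enzyme wells; nearly all actives have a fitted effect of over 60% in size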
Target sequence (O15648 whole entry, looked up): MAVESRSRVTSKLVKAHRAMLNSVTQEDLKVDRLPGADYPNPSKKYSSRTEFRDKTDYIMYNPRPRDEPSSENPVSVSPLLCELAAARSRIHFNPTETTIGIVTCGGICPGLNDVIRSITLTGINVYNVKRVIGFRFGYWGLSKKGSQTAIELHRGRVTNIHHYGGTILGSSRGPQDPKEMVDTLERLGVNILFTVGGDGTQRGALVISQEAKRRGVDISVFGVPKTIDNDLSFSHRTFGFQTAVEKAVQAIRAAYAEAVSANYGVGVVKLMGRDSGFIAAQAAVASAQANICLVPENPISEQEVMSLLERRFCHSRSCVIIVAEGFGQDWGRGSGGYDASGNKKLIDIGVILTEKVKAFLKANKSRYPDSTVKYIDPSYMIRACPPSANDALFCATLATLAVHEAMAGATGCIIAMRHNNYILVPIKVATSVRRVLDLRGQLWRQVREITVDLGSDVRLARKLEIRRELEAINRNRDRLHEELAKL
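PFK 1.25 nM, F6P 0.5 mM, ATP 0.1 mM, 0.1 M TEA pH 8.0, 5 mM MgCl2, 0.01% Tween20, 0.1% BSA; 45 min RT. ADP-Glo readout. qHTS titration up to 57 uM; curves fitted, compounds curve-classed.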
NPC1 promoter act = qHTS Assay for NPC1 Promoter Activators | 320,000 compounds, 2.4% hits | Potency, µM (doses to about 9.22 µM), for the others: top-dose activation, actives largely listed as activators | Huh7 NPC1 promoter luciferase reporter, 24 h;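 further: potency means the concentration at half of the fitted maximal effect; % of control where 0% means no effect; nearly all actives have a fitted effect of over 60% in size; reporter is driven by a mutant NPC1 promoter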
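Luciferase expression driven by the NPC1 promoter was measured in stably transfected Huh7 cells after a 24 h compound incubation, using a luciferase reagent and a luminescence read.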
Coupling enz = qHTS Assay for Inhibitors of Fructose-1,6-bisphosphate Aldolase from Giardia Lamblia: Coupling assay counterscreen; AID 2472, 2010; activity change, negative = inhibition, % at 58.2 µM, hits read low; 290,000 compounds, 0.67% hits; coupling enzyme system counterscreen, AmpLite Red fluorescence; in the data active means activity change below about -30%; further: on the % scale 0 is the no-effect control and ±100 the full control effect
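Counterscreen lacking aldolase: glyceraldehyde-3-phosphate coupling-enzyme reagent preincubated 10 min at RT with compound (at 57.5 uM final), then substrate/coupling system with AmpLite Red added; fluorescence read at 525/598 nm after 20 min RT.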
RORgamma inh = qHTS for inhibitors of ROR gamma transcriptional activity; Nuclear receptor ROR-gamma (Mus musculus), P51450; Drosophila S2 Gal4-RORgamma UAS-luciferase reporter, 20 h; Potency, µM (top dose mostly 53.6 µM), for inactives: at the top dose activity change, negative = inhibition, usual class: inhibitors; 310,000 compounds, 5.4% hits; AID 2551, 2010; further: potency means the concentration at half of the fitted maximal effect; on the % scale 0 is the no-effect control and ±100 the full control effect; nearly all actives have a fitted effect of over 60% in size
Target sequence (P51450 whole entry, looked up, the tested form may be a part): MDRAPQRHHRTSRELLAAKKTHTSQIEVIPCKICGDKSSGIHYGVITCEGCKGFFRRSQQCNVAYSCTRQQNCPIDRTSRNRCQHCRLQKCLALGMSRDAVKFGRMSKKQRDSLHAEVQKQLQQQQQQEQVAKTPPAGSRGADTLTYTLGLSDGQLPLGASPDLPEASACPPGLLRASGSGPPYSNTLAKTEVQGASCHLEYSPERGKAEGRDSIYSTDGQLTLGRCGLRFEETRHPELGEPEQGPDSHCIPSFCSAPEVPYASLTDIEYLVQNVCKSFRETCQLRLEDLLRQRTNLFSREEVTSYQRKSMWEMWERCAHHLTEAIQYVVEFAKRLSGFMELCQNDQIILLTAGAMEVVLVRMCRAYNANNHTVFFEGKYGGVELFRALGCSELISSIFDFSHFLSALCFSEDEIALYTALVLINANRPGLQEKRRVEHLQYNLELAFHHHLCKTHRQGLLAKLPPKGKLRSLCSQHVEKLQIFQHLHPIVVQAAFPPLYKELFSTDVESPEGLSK
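Stably transfected Drosophila Schneider cells are the test system, with ROR gamma fused to Gal4 and luciferase under UAS control; luminescence is read after 20 hr of 700 uM copper sulfate induction at ambient temperature.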
uPA generation = qHTS for Inhibitors of Cell Surface uPA Generation; cell surface uPA generation assay, qHTS; Potency, µM (titrated, usually from 38.3 µM), inactives show top-dose activity change, negative = inhibition, usual class: inhibitors; 330,000 compounds, 0.31% hits; active means well fitted inhibition curve with a large enough effect; inconclusive means small, poorly fitted or top-dose-only effect; inactive means no such curve, though single readings can be large or run the other way; tested in mouse RAW 264.7 cells; further: potency means the concentration at half of the fitted maximal effect; on the % scale 0 is the no-effect control and ±100 the full control effect; nearly all actives have a fitted effect of over 55% in size
Giardia kill = Small Molecules that selectively kill Giardia lamblia: qHTS; AID 540267, 2011; Giardia lamblia trophozoite viability; 340,000 compounds, 0.15% hits; activity change, % at 7.66 µM, hits read low; in the data active means activity change below about -80%; inconclusive means between about -30% and that limit;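 further: parasites exposed to compound for two days anaerobically before the ATP read; on the % scale 0 is the no-effect control and ±100 the full control effect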
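Compounds were tested on trophozoites seeded at 100 cells/well and held 48 hrs at 37 deg C anaerobically. An ATP-based luminescent kit measured the remaining live cells.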
KCNH2 3.1 inh = qHTS for Inhibitors of KCHN2 3.1: Mutant qHTS | activity change, % (tested at about 1.8 µM) | 340,000 compounds, 0.95% hits | U2OS KCNH2 3.1, thallium flux FluxOr; hits give low values | AID 720553, 2013;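 active means maximum activity change below -70%; inconclusive means maximum activity change from -70% to -50%; inactive means maximum activity change above -50%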;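 further: thallium influx rate constant from kinetic fluorescence after stimulation buffer; on the % scale 0 is the no-effect control and ±100 the full control effect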
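FluxOr-based Tl+ influx in U2OS cells transduced with KCNH2 3.1 virus; rate constants normalized to DMSO controls.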
FLuc modulator = qHTS profiling assay for firefly luciferase inhibitor/activator using purifed enzyme and Km concentrations of substrates (counterscreen for miR-21 project); Luciferin 4-monooxygenase (Photinus pyralis), P08659; purified FLuc, Km substrates, luminescence inhibition; Potency, µM (series often up to 57.5 µM), without a hit: at the highest dose activity change, negative = inhibition, hits mostly inhibitors; AID 588342, 2011; 360,000 compounds, 6.9% hits;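 further: potency means the concentration at half of the fitted maximal effect; plate controls were vehicle for no effect and reference inhibitor for full effect; nearly all actives have a fitted effect of over 55% in size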
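Purified P. pyralis luciferase (10nM final) with 10uM D-luciferin and 10uM ATP (Km levels) in 50mM Tris acetate pH 7.5, 10mM Mg acetate, 0.01% Tween-20, 0.05% BSA; qHTS 6-point titration, ~60 µM downward; luminescence read.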
Rab9 prom act = qHTS Assay for Rab9 Promoter Activators. Potency, µM (highest dose often 9.22 µM), inactives show at the highest dose activation, negative = inhibition, hits mostly activators. 320,000 compounds, 2.8% hits. Huh7 Rab9 promoter-luciferase reporter, luminescence, 24 h; further: potency means the concentration at half of the fitted maximal effect; % of control where 0% means no effect; nearly all actives have a fitted effect of over 60% in size
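Stable Rab9-luc Huh7, 1500 cells/well, 2 h settle; cmpd in DMSO, 24 h, 37 °C/5% CO2; luciferase reagent 10 min RT; luminescence.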
ELG1 genotox = qHTS screen for small molecules that induce genotoxicity in human embryonic kidney (HEK293T) cells expressing luciferase-tagged ELG1 | HEK293T ELG1-luciferase reporter, luminescence, 16 h | Potency, µM (highest dose often 46 µM), inactives show top-dose activity change, positive = activation, hits mostly activators | 330,000 compounds, 1.3% hits | AID 504466, 2011; further: potency means the concentration at half of the fitted maximal effect; % of control where 0% means no effect; nearly all actives have a fitted effect of over 60% in size
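HEK293T cells expressing luciferase-tagged ELG1 were exposed to compound or DMSO vehicle for 16 hr at 37 °C and 5% CO2. Luciferase activity was then measured with ONE-Glo after 30 min at room temperature.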
* marks the source's active call; other numbers are inactive results; u = inconclusive; x = no result given; [ ] = dose if it differs, or a comment. Unless noted, the call rests on the fitted dose curve; in most records, active means well fitted curve in the direction sought with a large enough effect; inconclusive means small, poorly fitted or top-dose-only effect, or another doubt; inactive means no such curve, though single readings can be large; an effect the other way counts as inactive or inconclusive.

No. | compound | VP16 counter | Tb PFK inh | NPC1 promoter act | Coupling enz | RORgamma inh | uPA generation | Giardia kill | KCNH2 3.1 inh | FLuc modulator | Rab9 prom act | ELG1 genotox
1 | O=C(c1ccc(Cl)cc1)N1CCCCC(Sc2nnc(-c3ccc4c(c3)OCO4)o2)C1=O (stereo not given) | u | -3% | u | 4 | 1.4µM* | -10% | u | -29 | 1.9µM* | u | u
2 | O=C(CCCC1=NS(=O)(=O)c2ccccc2N1)N1CCN(c2ccc(Cl)cc2)CC1 | -3% | 7% | -7% | 4 | 43% | 20% | -1 | -18 | -19% | -5% | -6%
3 | O=C(COC(=O)c1cccc(-n2cnnn2)c1)Nc1c(Cl)cccc1C(F)(F)F | -3% | -1% | -2% | x | -18% | 2% | 16 | x | -1% | 10% | 5%
4 | CCNC(=O)c1ccc(NS(=O)(=O)c2ccc3[nH]c(=O)[nH]c3c2)cc1 | -13% | -2% | 2.2µM* | x | u | -2% | -12 | 1 | 15µM* | 3.5µM* | 7.3µM*
5 | O=C(N/N=C/c1ccc(N2CCCCC2)o1)c1ccccc1[N+](=O)[O-] | 8.9µM* | -10% | 0% | -8 | u | -3% | 17 | -13 | -15% | -4% | 10%
6 | COc1ccc(C(=O)Nc2cccnc2)cc1 | 11% | 4% | 15% | 1 | 31% | -4% | -20 | -6 | u | u | u
7 | CCc1nn(-c2cc(Oc3ccccc3)nc(-c3ccccc3)n2)c(N)c1C#N | -1% | -3% | -3% | 1 | -3% | 8% | 6 | 2 | 0% | -8% | 2%
8 | Cc1cc(C)cc(NS(=O)(=O)c2ccc(NC(=S)NC(=O)c3ccc(Br)o3)cc2)c1 | 7.9µM* | -2% | 8% | -3 | 3.5µM* | -10% | 3 | -4 | 0% | -8% | -18%
9 | CN(C)CCN(C(=O)c1ccc(S(=O)(=O)N(C)c2ccccc2)cc1)c1nc2cc3c(cc2s1)OCO3 | -8% | -11% | 0% | x | u | 3% | 12 | u | 1% | -33%[inhibitor] | 2%
10 | CC(=O)N1CCc2cc(S(=O)(=O)Nc3ccccc3N3CCN(C)CC3)ccc21 | -1% | -5% | 1% | 0 | -4% | 1% | 4 | 10 | 0% | 3% | 2%
11 | COc1cc(/C=C2\C(=O)ON=C2c2ccccc2)cc(OC)c1OC | 1% | -5% | -1% | 3 | -3% | -2% | 0 | 13 | u | -1% | 2%
12 | CCOc1ccc(C(=O)NCCC(=O)N2CCC3(CC2)NCCc2[nH]cnc23)cc1 | 2% | 1% | -4% | x | -14% | 3% | 1 | 12 | 0% | -7% | 2%
13 | Cc1cc(NCc2ccccn2)n2nc(C)c(-c3ccccc3)c2n1 | 0.32µM* | 1% | -11% | 0 | 0.71µM* | -4% | 18 | 9 | u | -29% | -7%
14 | Cn1c(C(=O)NCCCN2CCN(c3cccc(Cl)c3)CC2)cc2c(=O)n(C)c3ccccc3c21 | u | -8% | -2% | -8 | u | -18% | 0 | 2 | 3% | 0% | -15%
15 | Cc1cc(NC(=O)COc2ccc(C(C)(C)C)cc2)no1 | u | 0% | 6% | 4 | 7% | -1% | -12 | 2 | u | 14% | 11%
16 | COc1ccc(CCNC(=O)COC(=O)Cn2cnc3ccccc32)cc1OC | 6% | -2% | 5% | 2 | -2% | -1% | -19 | 7 | -1% | -1% | 5%
17 | Oc1ccc(Cl)cc1CNCC1CCCCC1 | x | -15% | 4% | x | x | 6% | 29 | -16 | u | 15% | 2%
18 | COc1ccc(C(=O)NC2CC2)cc1OC1CCN(Cc2ccccc2)CC1 | -4% | -1% | 3% | x | -7% | -1% | -1 | x | 4% | -2% | 0%
19 | O=C(Nc1ccccc1C(=O)Nc1ccc(F)cc1)c1ccco1 | -1% | -5% | -3% | x | 38% | -9% | 17 | 0 | u | -5% | -1%
20 | Cc1sc2ncnc(N3CCC(C(=O)Nc4ccc(Cl)cc4Cl)CC3)c2c1C | x | 0% | -4% | x | x | 13% | 2 | -8 | 7% | -4% | -2%
21 | CCN1CCN(C(=O)N(Cc2ccc(Cl)cc2)S(=O)(=O)c2ccc(C)cc2)CC1 | x | 7% | 0% | x | x | -1% | -20 | -4 | 6% | 1% | -7%
22 | COC(=O)C1=CN(C(C)C)C=C(C(=O)OC)C1c1cc(Br)c(OC)c(OC)c1 | 3% | -11% | 0% | -1 | -18% | x | -7 | 1 | -2% | -1% | 11%
23 | Cc1cc(OC(=O)c2ccccc2[N+](=O)[O-])c([N+](=O)[O-])c(=O)[nH]1 | 0% | 2% | -2% | 0 | 7% | 6% | -1 | -1 | 0% | -1% | 6%
24 | CN(C)CCCN(C(=O)c1ccc([N+](=O)[O-])o1)c1nc2cc3c(cc2s1)OCO3 | u | 2% | -9% | -18 | 13µM* | u | u | -5 | 3% | 6% | 0%
25 | NC(=O)c1ccc(NC(=O)COC(=O)C2COc3ccccc3O2)cc1 (stereo not given) | x | -3% | x | x | x | 1% | 8 | 3 | x | x | -2%
26 | Cc1c(Cl)c([N+](=O)[O-])nn1CC(=O)NCc1ccc(Cl)cc1 | 4% | -5% | 0% | 0 | -7% | 24% | -25 | 1 | -1% | 0% | 0%
27 | CC1Cc2ccccc2N1C(=O)CCn1c(=O)oc2ccccc21 (stereo not given) | 1% | 8% | -2% | 7 | 24% | 2% | 11 | -8 | -8% | -2% | 1%
28 | CCCn1c(SCC(=O)Nc2ccc3c(c2)CCC3)n[nH]c1=O | 1% | 0% | 0% | 0 | 20% | -2% | -1 | -34 | -7% | -11% | 2%
29 | O=C(Nc1ncccc1O)c1ccc(NS(=O)(=O)c2ccc3[nH]c(=O)[nH]c3c2)cc1 | x | -1% | 27% | x | x | -3% | -6 | -5 | -2% | u | 2%
30 | Cc1ccc(NC(=O)c2ccc(-n3cncn3)c([N+](=O)[O-])c2)cc1F | x | 15% | -1% | x | x | -14% | -11 | -5 | 4% | -4% | -3%
31 | CC1=C(C(=O)N2CCCC(CCC(=O)NCc3ccccc3F)C2)OCCO1 (stereo not given) | -8% | 1% | -3% | 4 | -3% | 0% | 24 | 4 | 0% | -5% | 0%
32 | CSc1cccc(NS(=O)(=O)c2cn(C)cn2)c1 | -2% | -10% | 0% | -3 | 12% | -10% | u | 4 | -4% | 1% | 2%
33 | O=C(Nc1ccc(S(=O)(=O)N2CCCC2)cc1)C1CC(=O)N(CCc2ccc(F)cc2)C1 (stereo not given) | x | 4% | 1% | x | x | -7% | 1 | -6 | 4% | -7% | 2%
34 | CCOc1cc(/C=C(/NC(C)=O)C(=O)O)cc(Cl)c1OCc1ccc(Br)cc1 | -2% | 2% | -1% | 7 | 12% | 4% | 48[activator] | 7 | -5% | -1% | 5%
35 | CN1CCN(Cc2nc(-c3cccs3)no2)CC1c1ccccc1 (stereo not given) | -11% | -6% | -1% | -6 | -3% | 30% | 10 | 3 | -2% | 0% | -1%
36 | Cc1ccc(C(=O)Nc2ccc(CN3CCCCC3)cc2)c(C)c1 | -14% | -3% | -1% | 1 | -33% | -3% | 2 | 7 | -20% | 8% | 7%
37 | Cc1nn(CC(=O)NC(=O)NC2CCCCC2C)c(=O)c(C#N)c1C (stereo not given) | x | -9% | -2% | x | x | -1% | 6 | 0 | 2% | -5% | 0%
38 | CCCN1CCC(=O)N([C@H](COc2ccccc2)c2ccccc2)CC1 | -9% | 2% | -5% | 1 | -3% | -10% | 9 | -95* | 8% | 2% | -1%
39 | COc1ccc(NC(=O)CC(C)C)c([N+](=O)[O-])c1 | -8% | -8% | -1% | 1 | 8% | -12% | -2 | 2 | 2% | 5% | 2%
40 | COc1ccccc1N(C)S(=O)(=O)c1ccc(C(=O)NNC(=O)c2ccccc2O)cc1 | x | 1% | -5% | x | x | -5% | -4 | -5 | -1% | -26% | 1%
41 | O=C(Nc1ccc(O)cc1)c1ccc(NC(=O)c2cccs2)cc1 | -8% | -4% | u | -4 | u | -7% | 11 | -4 | u | u | u
42 | COc1ccc(-c2nc(CSCC(=O)NC3CCCc4ccccc43)c(C)o2)cc1 (stereo not given) | 6% | 1% | 1% | 6 | u | 1% | -10 | 1 | -15% | 3% | -8%
43 | CCOc1nc(CC(C)C)c2c(c1C#N)CC(C)(C)OC2 | -7% | -12% | -2% | 9 | -23% | -1% | -2 | 16 | 1% | -3% | 4%
44 | CCN(CC(=O)NCc1ccncc1)S(=O)(=O)c1ccc(OC)cc1 | 7% | 0% | 1% | -1 | -9% | -1% | 14 | 0 | 1% | -1% | 2%
